Bioassay records as filed in PubChem BioAssay.
SENP7 block: inhibitors of human SENP7 protease | inhibition, % at 5 µM | recombinant SENP7, Z-RLRGG-aminoluciferin luminescence, 40 min | Q9BQF6 | hit rate 1.5% among 330,000;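 active means inhibition above about 50% at the single test dose, limit read from the data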;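 further: plate controls were DMSO with enzyme for no effect and no enzyme buffer wells for full effect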
Target sequence (Q9BQF6 706-1050 limits assumed): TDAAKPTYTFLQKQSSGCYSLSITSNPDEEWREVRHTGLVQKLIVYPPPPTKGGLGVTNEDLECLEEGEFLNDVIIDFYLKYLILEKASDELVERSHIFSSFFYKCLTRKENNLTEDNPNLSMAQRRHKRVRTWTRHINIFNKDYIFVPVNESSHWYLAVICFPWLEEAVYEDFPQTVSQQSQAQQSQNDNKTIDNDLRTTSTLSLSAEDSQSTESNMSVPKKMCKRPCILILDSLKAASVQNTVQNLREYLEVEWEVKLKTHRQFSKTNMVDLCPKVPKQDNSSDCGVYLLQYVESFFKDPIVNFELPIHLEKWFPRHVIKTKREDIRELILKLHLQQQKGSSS
A3G deaminase: blocks human APOBEC3G single-stranded DNA deamination | inhibition, % at 20 µM | recombinant A3G, ssDNA deamination FAM/TAMRA fluorescence | AID 493012 | hit rate 0.28% among 330,000;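 active means inhibition of at least 40% at 20 µM, with no more than 30% in the related APOBEC3A deaminase screen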;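 further: plate controls were DMSO wells with A3G for no effect and wells lacking A3G enzyme for full effect; some compounds called inactive have numbers as strong as hits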
SENP8 block-1: SENP8 protease inhibition. AID 2540. purified SENP8, Z-RLRGG-aminoluciferin cleavage, luminescence. Q96LD8. inhibition, % at 10 µM. hit rate 1.2% among 330,000; in the data active means inhibition above about 50%
SENP6 inh: blocks the human protease SENP6; Q9GZR1; Recombinant SENP6 catalytic domain, aminoluciferin luminescence; inhibition, % at 10 µM; hit rate 1.8% among 330,000; AID 2599;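 active means inhibition above about 50% at the single tested dose, limit read from the data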;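 further: plate controls were DMSO wells with enzyme for no effect and DMSO wells lacking enzyme for full effect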
Target sequence (Q9GZR1 628-1112 limits assumed): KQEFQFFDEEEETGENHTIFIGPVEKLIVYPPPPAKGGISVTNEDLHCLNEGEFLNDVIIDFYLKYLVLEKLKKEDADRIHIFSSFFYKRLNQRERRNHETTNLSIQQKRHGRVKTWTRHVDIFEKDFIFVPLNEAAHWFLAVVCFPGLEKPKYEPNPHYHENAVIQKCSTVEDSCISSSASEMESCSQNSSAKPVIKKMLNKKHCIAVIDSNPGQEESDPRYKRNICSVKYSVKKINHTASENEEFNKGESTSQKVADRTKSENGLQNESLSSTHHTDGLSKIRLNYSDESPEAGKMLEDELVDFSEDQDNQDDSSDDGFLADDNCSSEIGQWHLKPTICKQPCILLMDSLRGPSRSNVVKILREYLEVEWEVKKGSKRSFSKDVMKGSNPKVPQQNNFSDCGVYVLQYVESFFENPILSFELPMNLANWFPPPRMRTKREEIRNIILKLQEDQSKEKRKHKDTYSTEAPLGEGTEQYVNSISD
UBC13 inh: blocks human UBC13 polyubiquitin chain formation; inhibition, % at 20 µM; P61088; AID 485273; hit rate 0.47% among 330,000; TR-FRET; in the data active means inhibition above about 45%, passing the limit was not always enough
Target sequence (P61088 whole entry, looked up): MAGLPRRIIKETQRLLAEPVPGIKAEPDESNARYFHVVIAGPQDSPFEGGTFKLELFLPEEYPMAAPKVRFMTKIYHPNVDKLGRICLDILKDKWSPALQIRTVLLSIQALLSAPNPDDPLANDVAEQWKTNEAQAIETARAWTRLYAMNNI
Apaf1 inhib: blocks human Apaf-1 apoptosome activity. O14727. reconstituted apoptosome caspase-3 activity, DEVD-Rh110 fluorescence. inhibition, % at 20 µM. hit rate 0.71% among 330,000. AID 489030; active means inhibition of at least 40% at 20 µM;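 further: plate controls were DMSO wells for no effect and DEVD-CHO caspase inhibitor wells for full effect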
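Material: cell-free apoptosome with Apaf-1, procaspase-3 and caspase-9; Buffer or medium: Hepes pH 7.5 with detergent and BSA; Reagent: cytochrome c trigger plus (Z-DEVD)2-Rh110 caspase-3 substrate; Times: compound with Apaf-1, dATP, procaspase-3 30 min, then 50 min reaction, room temperature; Technique: Rh110 fluorescence intensity.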
SENP1 inh: blocks the human SENP1 SUMO protease catalytic domain. inhibition, % at 10 µM. hit rate 0.21% among 360,000. recombinant SENP1 catalytic domain, CyPet-SUMO1-YPet FRET cleavage. AID 624204;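 active means inhibition at least 30% at 10 µM, raw YFP signal under a set limit, fluorescence ratio 0.5 to 1.5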;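 further: 0% = enzyme with DMSO and 100% = no enzyme wells; some results filed as inactive read as strong as hits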
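Test system: recombinant human SENP1 catalytic domain, His6-tagged / Medium: pH 8 Tris buffer with EDTA, NaCl, BME, BSA, NP40, catalase / Also added: SUMO1 FRET substrate flanked by Cypet and Ypet, 25 nM / Times: 50 min reaction at room temperature / Signal: FRET, CFP and YFP emission / Control set: no-enzyme low control and enzyme-plus-DMSO high control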
SENP8 block-2: blocks human SENP8 cleavage of Nedd8 substrate. hit rate 0.64% among 360,000. inhibition, % at 20 µM. AID 602440. recombinant SENP8, Nedd8 substrate fluorescence; in the data active means inhibition mostly above about 40%, no sharp cut-off; inactive means mostly below about 27%
An asterisk follows results filed as active; & = joins results of further samples. Rows were taken by chance (roughly 3.6% active in at least one column).

SMILES	SENP7 block	A3G deaminase	SENP8 block-1	SENP6 inh	UBC13 inh	Apaf1 inhib	SENP1 inh	SENP8 block-2
N#Cc1nc(-c2cccs2)oc1NCCCN1CCOCC1	-6	-5	3	-21	10	-6	-1	-284
O=C(COC(=O)c1cccs1)Nc1nc(-c2ccccc2)cs1	0	-5	1	24	0	-3	1	8
CC(=O)c1ccc(NC(=O)CN2C(=O)NC3(CCc4ccccc43)C2=O)cc1 (configuration not stated)	5	-3	2	-4	1	-6	-3	18
Cc1ccc(NC(=O)CNCc2ccccc2)cc1Br	1	-4	-5	8	-4	-48	2	18
COc1ccc(Br)cc1CN(C)CC(=O)NCCc1ccccc1	-1	-5	0	1	11	0	4	20
COc1ccc(NS(=O)(=O)c2ccc(C)c(C(=O)N3CCC3)c2)cc1	-3	0	-5	-9	1	9	0	-5
Cc1cc(NC(=O)c2cccc(COc3ccc(Br)cc3)c2)no1	0	-3	9	11	12	5	2	4
Cc1cc(NC(=O)c2cccc(Br)c2)no1	19	-4	3	-3	2	-18	0	17
COc1cc(C(=O)N(Cc2ccc(C)o2)C2CCS(=O)(=O)C2)cc(OC)c1OC (configuration not stated)	-3	-8	8	4	0	-5	0	11
O=S(=O)(c1cccc2cccnc12)N1CCN(c2ccccn2)CC1	-2	-4	3	4	-3	-3	1	18
O=C(C(NS(=O)(=O)c1cccc2nsnc12)c1ccccc1)N1CCN(c2ccccn2)CC1 (configuration not stated)	-5	-4	-3	-17	-14	8	-1	12
O=C(NCCc1c[nH]c2ccccc12)C(=O)Nc1cc2c3c(c1)CC(=O)N3CCC2	-4	3	-4	-13	-2	14	0	-2
O=C1CCCCC1Sc1nnc(Nc2ccccc2)s1 (configuration not stated)	8	-9	-7	-12	10	1	1	8
O=C(NCCC1=CCCCC1)c1cc2ccccc2oc1=O	6	-6	0	4	6	3	-8	-78
C/C(=N\NC(=O)C(N)=O)c1ccc2c(c1)OCCO2	0	-15	-2	-1	6	-9	4	6
CCSc1nnc(NC(=O)CSc2nnc(CNC(=O)c3ccccc3F)o2)s1	2	-3	3	2	2	0	0	9
COc1ccc(C(C)=O)cc1COC(=O)CCC(=O)c1cccs1	-3	-7	-13	0	-1	4	0	24
Cn1nnnc1SCCNCc1ccccc1OCc1ccc(Cl)cc1	-3	-11	-8	-9	12	-7	0	10
Cc1ccc(NC(=O)CSc2ccc(-c3ccc(-n4cccn4)cc3)nn2)c(C)c1	-6	-8	1	1	-8	-11	-2	15
Cc1ccc(C(=O)NCCCNC(=O)c2cccnc2)cc1	-1	-3	-1	17	-1	-1	-1	4
CC(C)C(c1nnnn1C1CCCCC1)N1CCN(C(=O)c2ccco2)CC1 (configuration not stated)	11	1	1	-4	0	11	3	11
O=C(NNC(=O)c1cc(Cl)ccc1O)c1ccc(NS(=O)(=O)c2cccs2)cc1	0	-7	4	3	8	2	1	-292
COc1cccc2sc(N3CCN(C(=O)c4cccs4)CC3)nc12	4	-6	2	-8	-15	10	0	5
CN(Cc1ccccc1F)C(=O)c1ccc(NS(=O)(=O)c2ccc3[nH]c(=O)[nH]c3c2)cc1	6	-1	7	-1	-6	6	3	34
Cc1cc(C)c(C#N)c(SCC(=O)Nc2cccc(S(=O)(=O)N3CCCC3)c2)n1	-9	-4	-1	9	-9	9	-33	-379
SMILES	SENP7 block	A3G deaminase	SENP8 block-1	SENP6 inh	UBC13 inh	Apaf1 inhib	SENP1 inh	SENP8 block-2
COc1ccc(OC)c(NC(=O)C(CC(C)C)NC(=O)C2CCCCC2)c1 (configuration not stated)	6	0	2	4	16	3	2	21
CN(CCc1cnn(C)c1)Cc1cn[nH]c1-c1ccc(-c2ccccc2)cc1	-2	-3	4	-10	5	-3	1	16
N#C/C(=N\Nc1ccc(S(=O)(=O)N2CCCCCC2)cc1)C(N)=S	-7	-1	15	-18	-22	9	3	31
Cc1ccc(NC(=S)NN2CCOCC2)c(C)c1	-9	2	-3	-18	-11	18	1	31
COc1ccc(CC(=O)OCC(=O)NC(=O)NC(C)C)cc1	1	-3	1	7	3	-3	4	16
CC(=O)c1cccc(NC(=O)COC(=O)C2CCCN2C(=O)c2cccs2)c1 (configuration not stated)	7	-4	4	3	6	-2	2	11
CC(=O)Nc1cccc(S(=O)(=O)N2CCCCCC2)c1	0	-2	6	-11	1	-7	-2	24
Cc1ccc(S(=O)(=O)N2CCCCC2)cc1NC(=O)Cc1c[nH]c2ccccc12	0	-6	0	19	-8	12	-15	3
NC(=O)CCS(=O)(=O)c1ccc(Cl)cc1	10	-1	-1	11	1	-5	1	22
Cc1cc(NC(=S)N(Cc2ccc(Cl)cc2)Cc2ccc(C(=O)O)cc2)ccc1Cl	9	-9	-2	-1	-16	18	2	-3
CC(C)(C)OC(=O)Nc1ncnc2c1ncn2C1OC(CO)C2OC(C)(C)OC21 (configuration not stated)	-9	-4	-10	-29	1	13	0	11
O=C(N/N=C\c1c(O)ccc2ccccc12)c1ccc(Cn2cccn2)o1	3	-12	-1	6	43	-1	-27	-160
CN(C)CCOC(=O)CC12CC3CC(C1)CC(CC(=O)OCCN(C)C)(C3)C2	-7	-1	-9	-1	-2	0	1	8
Cc1cnc(NC(=O)Cc2cccs2)s1	6	11	-4	-26	-4	6	-2	7
CC(=O)NC(=S)Nc1ccc(NC(=O)COc2ccc(C(C)C)cc2)cc1	13	-4	-5	-14	5	-14	1	4
Cn1nnnc1SCC(=O)NC1CCCCC1	4	3	3	9	-4	3	4	13
CCc1ccccc1N(C(=O)CNC(=O)c1ccco1)C(C(=O)NC1CCCC1)c1cccnc1 (configuration not stated)	1	-6	-2	-4	-4	2	0	3
CC[C@@]1(c2ccccc2OC)C(=O)N(C(=O)OC)N1C(=O)OC	1	-4	1	0	-6	4	1	9
CCN(CC(=O)Nc1ccc(OC)cc1)C(=O)c1ccc2c(c1)NC(=O)C(C)S2 (configuration not stated)	5	7	0	8	-2	6	6	7
O=C(CSc1ccc(-c2ccco2)nn1)NCc1ccc2c(c1)OCO2	1	0	-2	-1	-11	-10	1	0
CN(C)c1ccc(CN(C(=O)COc2ccc(F)cc2)C2CCS(=O)(=O)C2)cc1 (configuration not stated)	2	-5	4	0	10	-13	0	10
O=C(NCCOc1ccccc1-c1ccccc1)c1ccco1	-8	-2	2	16	3	-3	-1	8
Cc1cc(C(=O)COc2ccc3ccc(=O)oc3c2)c(C)n1C	10	-5	0	0	3	-7	-17	-211
COc1ccccc1N1CCN(C(=O)C(CC(C)C)NC(=O)C2CCCCC2)CC1 (configuration not stated)	-3	-8	-1	-19	-6	4	7	14
Cc1n[nH]c(=O)nc1N/N=C/c1ccc(O)c([N+](=O)[O-])c1	65*	-5	36	65*	-75	-4	2	55*

Look-ups from the results shown:
UBC13 inh with `Cc1cnc(NC(=O)Cc2cccs2)s1` → -4
SENP8 block-1 with `O=C(COC(=O)c1cccs1)Nc1nc(-c2ccccc2)cs1` → 1

Additional entries:
SMILES	SENP7 block	A3G deaminase	SENP8 block-1	SENP6 inh	UBC13 inh	Apaf1 inhib	SENP1 inh	SENP8 block-2
Cc1ccc(CNC(=O)c2nccnc2C(=O)O)cc1	8	-9	4	5	7	-4	4	19
COC(=O)C1=CO[C@@H](O[C@@H]2O[C@H](CO)[C@@H](O)[C@H](O)[C@H]2O)C2C1C=C[C@@]2(O)CO (some centres not stated)	4	-6	-3	4	14	3	-1	5
CN(C)S(=O)(=O)c1cccc(C(=O)Nc2n[nH]c(C(F)(F)F)n2)c1	-1	-8	-5	-8	6	-4	-2	10
COc1cc2c(cc1OC)C(C)N(C(=O)c1c(C)noc1C)CC2 (configuration not stated)	-4	-8	-6	-20	-3	-8	-3	16
COc1cccc(N2CCN(C(=O)C3CCN(S(=O)(=O)c4ccc5c(c4)oc(=O)n5C)CC3)CC2)c1	7	1	-6	-15	-4	9	3	10
CCS(=O)(=O)NCc1csc(C)n1	-4	-1	2	3	2	-4	0	17
Nc1c(Cl)c(Cl)nc(C(=O)OCC(=O)NC2CCCCC2)c1Cl	3	-4	2	14	8	-4	0	-6
CCOC(=O)c1cnc2c(C(=O)OC)cccc2c1NCc1cccnc1	2	-8	-3	7	-2	-18	-3	-335
Cc1ccccc1CC(=O)NCCN1CCCCC1	0	-2	0	-24	4	-5	1	12
O=C(Cn1ccc2ccccc2c1=O)NCCC(=O)N1CCN(C2CCCCC2)CC1	5	-1	2	-2	8	-1	0	1
COc1ccc(Cl)cc1NC(=O)COC(=O)C1COc2ccccc2O1 (configuration not stated)	-4	-3	-7	-12	13	-3	3	15
Cc1cc(C(=O)NNc2cc(Cl)ccc2Cl)no1	9	4	4	-10	-3	-18	1	34
Cc1sc2nc(-c3cccs3)oc(=O)c2c1C	51*	-6	35	15	-3	19	-26	-35
O=C(Nc1cc(Cl)ccc1-n1cncn1)c1cccs1	-8	-8	13	0	2	-4	-4	-1
COc1cccc(N2CC(C(=O)Nc3nnc(SCC(=O)c4ccccc4)s3)CC2=O)c1 (configuration not stated)	3	-9	5	-6	-2	-2	0	14
CCOc1ccc(-c2nnc(SCC(=O)N(CC)CC)n2N)cc1	-5	-5	-10	-10	-1	-3	5	13
Cc1noc(C)c1COc1ccccc1C(=O)N(C)Cc1ccc(C(C)(C)C)cc1	-9	-10	-15	-13	-1	29	-1	10
Cc1ccc2nsnc2c1NC(=O)COc1ccccc1F	-11	-5	-11	-17	-3	-7	4	-157
CCOC(=O)c1c(C)[nH]c(C(=O)OC(C)C(=O)NC2CCCCC2C)c1C (configuration not stated)	2	-7	-3	-1	8	-5	-2	-3
O=S1(=O)c2cccc3cccc(c23)N1CCBr	-1	-7	3	-2	5	11	-3	-307
CN(C1CCCCC1)S(=O)(=O)c1ccc(NC(=O)C2CCCCC2C(=O)O)cc1 (configuration not stated)	-3	14	-4	-2	-10	0	2	11
COc1ccc(NC(=O)Cn2nc([N+](=O)[O-])c(Cl)c2C)cc1OC	-5	-1	-1	9	1	-20	0	18
COc1ccc(CCNC(=O)Nc2ccc([N+](=O)[O-])cc2)cc1OC	6	-2	9	5	4	2	2	23
O=c1[nH]cnc2c1cnn2Cc1ccccc1	-4	-3	-11	10	-10	4	0	12
COC(=O)Cn1c(=O)c2c(nc3n2CC(C)CN3Cc2ccccc2)n(C)c1=O (configuration not stated)	-18	-5	-10	-19	-7	-5	1	11
SMILES	SENP7 block	A3G deaminase	SENP8 block-1	SENP6 inh	UBC13 inh	Apaf1 inhib	SENP1 inh	SENP8 block-2
COc1cccc(/C=C2\Oc3cc(OCC(=O)N4CCC[C@H]4C(=O)O)ccc3C2=O)c1	-6	-7	5	6	-18	1	-13	-151
N#Cc1c(N)nc(SCC(=O)NCCc2ccccc2)c(C#N)c1-c1cccs1	0	-7	1	1	13	-14	0	-170
CCOC(=O)c1c(Nc2ccc(Cl)cc2)sc(/C=C2\C=Nc3ccccc32)c1O	-12	-4	1	-16	-36	14	-28&-24	-204&-145
Cc1c(O)nc2ccccn2c1=O	-14	-5	8	-9	3	-27	-1	-6
CCOC(=O)N1CCN(C(=O)CCc2ccc(S(=O)(=O)NC(C)C)cc2)CC1	0	-7	5	2	0	-5	2	2
Cc1cc2nc3n(c2cc1C)CC1CC(C(=O)NCc2ccco2)N(C)C31 (configuration not stated)	13	-8	-10	-17	1	-2	-3	12

Ordered by value in A3G deaminase (highest first): three from the list above.
structure	A3G deaminase
COc1ccc(NS(=O)(=O)c2ccc(C)c(C(=O)N3CCC3)c2)cc1	0
O=S1(=O)c2cccc3cccc(c23)N1CCBr	-7
O=C(N/N=C\c1c(O)ccc2ccccc12)c1ccc(Cn2cccn2)o1	-12

Entries listed above that bear a hit mark in SENP8 block-2:
mol	SENP7 block	A3G deaminase	SENP6 inh	UBC13 inh	SENP1 inh	SENP8 block-2
Cc1n[nH]c(=O)nc1N/N=C/c1ccc(O)c([N+](=O)[O-])c1	65*	-5	65*	-75	2	55*
